EPAC1 antag – qHTS for Antagonist of cAMP-regulated guanine nucleotide exchange factor 3 (EPAC1): primary screen; Potency, µM (titrated, usually from 115 µM), inactives show top-dose activity change, negative = inhibition, actives largely listed as inhibitors; AID 720709, 2013; EPAC1 GEF assay, Rap1b-BODIPY-GDP exchange fluorescence; 360,000 compounds, 0.14% hits; Rap guanine nucleotide exchange factor 3 (Homo sapiens), O95398;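 note: potency is the fitted concentration of half-maximal effect; plate controls were vehicle for no effect and positive control for full effect; nearly all actives have a fitted effect of over 50% in size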
Abeta rescue – qHTS for compounds that reverse cellular toxicity of Amyloid beta (A-beta) peptide in yeast: Primary Screen | yeast expressing A-beta42, growth rescue, OD600, 48 h; response scale: 0% DMSO, 100% iron-clioquinol control | Potency, µM (doses to about 46.1 µM), without a hit: at the top dose growth rescue, actives largely listed as activators | 410,000 compounds, 0.063% hits; note: potency is the fitted concentration of half-maximal effect; nearly all actives have a fitted effect of over 55% in size
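Yeast A-beta toxicity model in growth medium with pinned compounds, 48 h at 30 C; growth read as absorbance at 600 nm. Normalized to FeCl3/clioquinol equimolar mix (positive) and DMSO (negative).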
FUS yeast rescue – qHTS for Suppressors of FUS Proteinopathy: Primary screen using FUS-linked yeast assay; Potency, µM (doses to about 76.6 µM), for the others: top-dose growth rescue (activation), usual class: activators; S. cerevisiae FUS-expressing, growth rescue, OD600, 24 h; 390,000 compounds, 0.24% hits;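 note: potency is the fitted concentration of half-maximal effect; plate controls were DMSO vehicle for no effect and reference control for full effect; nearly all actives have a fitted effect of over 55% in size; some results filed as inactive show a strong effect at the top dose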
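Read-out: OD at 600 nm after 24hr at 30C, reporting rescue of FUS-induced yeast toxicity. Cells at OD 0.005 in galactose (2%) minimal medium; compounds tested in a dilution series; CP55940 titration from 92uM final as control.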
PLK1 PBD inh – qHTS for Inhibitors of PLK1-PDB (polo-like kinase 1 - polo-box domain): Primary Screen; Serine/threonine-protein kinase PLK1 (Homo sapiens), P53350; Plk1 PBD binding of FITC phosphopeptide, fluorescence polarization; Potency, µM, without a hit: max response, negative = inhibition, hits mostly inhibitors; 360,000 compounds, 2.8% hits; note: potency is the fitted concentration of half-maximal effect; series mostly up to about 57 µM; % is set by controls: 0 for no effect and ±100 for the full control effect; nearly all actives have a fitted effect of over 65% in size
Target sequence (P53350 whole entry, looked up, the tested form may be a part): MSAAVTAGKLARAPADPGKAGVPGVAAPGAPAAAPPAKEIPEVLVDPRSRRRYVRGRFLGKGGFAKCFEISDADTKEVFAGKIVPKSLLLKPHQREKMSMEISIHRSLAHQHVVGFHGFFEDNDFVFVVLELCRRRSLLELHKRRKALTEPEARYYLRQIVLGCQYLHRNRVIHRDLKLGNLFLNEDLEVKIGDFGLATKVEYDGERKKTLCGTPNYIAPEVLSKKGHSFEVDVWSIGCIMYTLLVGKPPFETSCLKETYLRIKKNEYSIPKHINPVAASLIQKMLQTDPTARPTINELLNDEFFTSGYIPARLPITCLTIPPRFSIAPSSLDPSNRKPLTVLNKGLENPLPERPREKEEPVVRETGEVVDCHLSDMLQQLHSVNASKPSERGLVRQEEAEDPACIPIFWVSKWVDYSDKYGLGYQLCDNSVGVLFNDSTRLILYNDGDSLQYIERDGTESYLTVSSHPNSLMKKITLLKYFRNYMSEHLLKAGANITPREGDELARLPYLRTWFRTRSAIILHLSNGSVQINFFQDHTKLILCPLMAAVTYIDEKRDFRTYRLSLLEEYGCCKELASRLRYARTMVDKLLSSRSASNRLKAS
EPAC1 agonist – qHTS for Agonist of cAMP-regulated guanine nucleotide exchange factor 3 (EPAC1): primary screen. AID 720707, 2013. Potency, µM (top dose mostly 154 µM), inactives show at the highest dose activation, most hits filed as activators. EPAC1 agonist qHTS, biochemical assay; response scale: 100% = response to 6.5 mM cAMP. Rap guanine nucleotide exchange factor 3 (Homo sapiens), O95398. 360,000 compounds, 0.073% hits; note: potency is the fitted concentration of half-maximal effect; nearly all actives have a fitted effect of over 60% in size
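Read-out is the fluorescence drop as BODIPY-GDP leaves Rap1B (480 nm excitation, 540 nm emission), recorded every 5 minutes over 30 minutes. Reactions held 100 nM EPAC1, 250 nM Rap1B–BODIPY-GDP and 50 uM GDP, with 6.5 mM cAMP setting full activation.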
IL-2 act – qHTS of IL-2 Activators; IL-2 activation reporter assay, cell-based qHTS; stimulated with anti-CD3/CD4/CD28 beads; in transgenic mouse T cells; activation, % (series mostly up to about 46 µM); 360,000 compounds, 0.065% hits; AID 652025, 2013; in the data active = activation above about 50%; inconclusive = mostly about 30% to 49%; note: 0% is about no effect
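Quantitative HTS in unstimulated transgenic mouse T cells, with memory T cells as non-tolerant control and PMA/ionomycin as tolerance-bypass control. Compound pretreatment lasted 60 minutes before 18 h bead stimulation; EGFP/DsRed fluorescence read.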
PI5P4Ka inh – qHTS for Inhibitors of phosphatidylinositol 5-phosphate 4-kinase (PI5P4K) | Phosphatidylinositol 5-phosphate 4-kinase type-2 alpha (Homo sapiens), P48426 | PI5P4Kalpha enzyme, ADP-Glo luminescence, 60 min; stronger effect = lower value | max response, % | 330,000 compounds, 1.2% hits | AID 652105, 2013; active = max response of -50% or lower; inconclusive = between -30% and -50%; inactive = -30% or higher; note: value at the top dose of about 77 µM; % is set by controls: 0 for no effect and ±100 for the full control effect
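Luminescence from ADP-Glo served as readout of PI5P4Kalpha activity in a qHTS format. Reaction: enzyme, substrate, compound, ATP at 5 microM final, 60 min at RT.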
aSyn yeast inh – qHTS of alpha-syn Inhibitors; Potency, µM (series often up to 46.1 µM), for the others: top-dose growth rescue (activation), hits mostly activators; AID 652106, 2013; Yeast expressing alpha-synuclein, growth rescue, BacTiter-Glo, 24 h; 370,000 compounds, 0.14% hits; note: potency is the fitted concentration of half-maximal effect; % of control where 0% means no effect; nearly all actives have a fitted effect of over 65% in size
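Rescue of yeast growth: cells expressing toxic alpha-synuclein, induced in galactose at OD600 0.02, incubated with compound 24 h at 30 C. ATP luminescence quantified growth; inhibitors of toxicity appear as activators.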
WRN inhibitor – qHTS for Inhibitors of WRN Helicase; 360,000 compounds, 0.46% hits; WRN helicase unwinding, fluorescent forked duplex, kinetic; Potency, µM (highest dose often 114 µM), for the others: at the top dose activity change, negative = inhibition, usual class: inhibitors; Bifunctional 3'-5' exonuclease/ATP-dependent helicase WRN (Homo sapiens), Q14191; note: potency is the fitted concentration of half-maximal effect; % is set by controls: 0 for no effect and ±100 for the full control effect; nearly all actives have a fitted effect of over 55% in size
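Primary qHTS, 1536-well format. 20 nM WRN + compound, 15 min RT; start with 100 nM forked fluorophore/quencher duplex, 2 mM ATP (final); kinetic read ex 525/em 598 nm.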
Numbers without * were called inactive; ? = inconclusive; nt = not tested or not shown; [ ] = remark or other dose. Unless noted, calls come from the whole dose curve; as a rule, active = well fitted curve in the direction sought with a large enough effect; inconclusive = small, poorly fitted or top-dose-only effect, or another doubt; inactive = no such curve, though single readings can be large; an effect the other way counts as inactive or inconclusive.

Letter code – A = EPAC1 antag; B = Abeta rescue; C = FUS yeast rescue; D = PLK1 PBD inh; E = EPAC1 agonist; F = IL-2 act; G = PI5P4Ka inh; H = aSyn yeast inh; I = WRN inhibitor
CCN(CC)CC#CC(OC)(c1ccccc1)c1ccccc1
  A = -14.7% | B = -13.8% | C = -2.9% | D = -6.6% | E = 2.2% | F = -4.9 | G = 2.7 | H = 0.3% | I = 8.9%

CCCNC(=O)c1ccccc1NC(=O)CN(c1ccccc1)S(=O)(=O)N(C)C
  A = -14.2% | B = -9.7% | C = 20.4% | D = -10.5% | E = -11.4% | F = -3.0 | G = 4.2 | H = -7.5% | I = 3.8%

CCCCc1ccc(NC(=O)CSCc2cc(=O)[nH][nH]2)cc1
  A = 0.5% | B = -17.9% | C = 17.6% | D = -0.2% | E = -14.8% | F = -3.4 | G = nt | H = 0.0% | I = -11.7%

Cc1ccc(C(=O)NCCC2=CCCCC2)cc1S(=O)(=O)N1CCOCC1
  A = 9.4% | B = 12.2% | C = 26.2% | D = -3.1% | E = 8.9% | F = -0.6 | G = -2.0 | H = -5.6% | I = -6.1%

CCOC(=O)C1CCN(CC(O)COc2ccc(C(C)(C)C)cc2)CC1 (stereo not given)
  A = 5.3% | B = 8.8% | C = -4.7% | D = -2.8% | E = -15.2% | F = 1.5 | G = -7.0 | H = -7.8% | I = 9.8%

CC(NC(=O)COC(=O)Cc1ccsc1)c1ccccc1 (stereo not given)
  A = 8.1% | B = 14.9% | C = nt | D = -16.9% | E = 8.5% | F = 0.6 | G = 4.3 | H = 0.7% | I = -15.9%

CO/N=C/c1cccn1-c1nccc(N(C)C)c1C#N
  A = -13.9% | B = -19.3% | C = 32.1% | D = -5.3% | E = -7.0% | F = 0.3 | G = -14.8 | H = -2.5% | I = -9.4%

O=C(c1c[nH]c(C(=O)C(Cl)(Cl)Cl)c1)c1ccccc1Cl
  A = -8.6% | B = 22.8% | C = -3.9% | D = -17.7% | E = 0.0% | F = 0.3 | G = 7.7 | H = 3.2% | I = -2.0%

CC(C)Cc1ccc(-c2cc3nc(NCCCn4ccnc4)ccn3n2)cc1
  A = -17.3% | B = -43.1%[inhibitor] | C = 18.8% | D = 6.5% | E = -3.0% | F = -0.4 | G = 10.0 | H = -12.8% | I = -6.5%

O=C(CN1C(=O)NC(c2ccccc2)(c2ccccc2)C1=O)NCCc1ccc(F)cc1
  A = -3.4% | B = 14.2% | C = 15.7% | D = -7.3% | E = 2.8% | F = 0.1 | G = 1.3 | H = 0.3% | I = 3.2%

O=C(NCC1CCCN(Cc2ccc3nonc3c2)C1)c1ccc(F)cc1 (stereo not given)
  A = -11.5% | B = -2.7% | C = -2.2% | D = ? | E = -8.8% | F = -1.5 | G = -5.5 | H = -2.0% | I = 1.8%

Cc1ccc(/C=C/C(=O)OCn2nnc3ccccc3c2=O)o1
  A = -0.7% | B = -2.4% | C = 18.9% | D = -1.1% | E = 4.7% | F = 0.0 | G = 0.1 | H = ? | I = -8.6%

O=C1Cn2c(nc3ccccc32)-c2ccccc2N1
  A = 5.6% | B = 3.2% | C = 11.6% | D = -1.0% | E = 10.3% | F = -0.3 | G = nt | H = -4.0% | I = 1.1%[57.1 µM]

CCC1(c2cccc(Cl)c2)NC(=O)N(Cc2cc(C(=O)OC)c(C)o2)C1=O (stereo not given)
  A = -11.7% | B = 15.0% | C = 28.9% | D = -11.2% | E = -5.5% | F = -3.9 | G = -0.6 | H = 0.5% | I = -20.0%

CCOc1ccccc1NC(=O)c1cc(SC)ccc1Cl
  A = -14.6% | B = -9.9% | C = 11.6% | D = -4.1% | E = 11.1% | F = 0.9 | G = 15.0 | H = -0.8% | I = -2.6%

COc1ccc(CNC(=O)COC(=O)/C=C/c2cccc(Br)c2)cc1OC
  A = -5.2% | B = 0.2% | C = 21.4% | D = 0.9% | E = -9.2% | F = -1.0 | G = -2.4 | H = 1.4% | I = 0.3%

CC1CC(C)(C)CC2(C1)NC(=O)N(CC(=O)N(Cc1ccccc1)c1ccccc1)C2=O (stereo not given)
  A = -16.6% | B = 4.2% | C = -1.8% | D = 1.2% | E = -2.5% | F = 1.2 | G = 0.3 | H = 6.3% | I = -7.6%

O=C(CCC(=O)N1CCN(c2ccc(F)cc2)CC1)N1CCN(c2ccc(F)cc2)CC1
  A = -7.6% | B = 8.7% | C = 29.6% | D = 4.8% | E = -2.4% | F = 0.0 | G = -4.6 | H = 9.6% | I = 9.5%

O=C(CNC(=O)c1ccc(Cl)cc1)OCn1nnc2ccccc2c1=O
  A = -9.5% | B = 7.5% | C = nt | D = -7.5% | E = -4.1% | F = 0.6 | G = -5.9 | H = 0.7% | I = -15.2%

CCOc1ccc(S(=O)(=O)NCc2ccc(Cl)cc2)c2cccnc12
  A = -6.6% | B = 15.6% | C = 4.0% | D = -1.7% | E = 1.5% | F = 0.3 | G = 1.8 | H = 15.4% | I = -16.0%

NC(COCc1ccccc1)c1csc(Nc2cc(NCCCO)ncn2)n1 (stereo not given)
  A = 0.9% | B = -2.5% | C = 20.0% | D = 1.9% | E = 1.5% | F = 0.1 | G = -5.1 | H = 0.4% | I = 11.8%

Ordered by the number under WRN inhibitor (low to high): three of the compounds above.
Molecule | EPAC1 antag | PLK1 PBD inh | EPAC1 agonist | PI5P4Ka inh | WRN inhibitor
CCCCc1ccc(NC(=O)CSCc2cc(=O)[nH][nH]2)cc1 | 0.5% | -0.2% | -14.8% | nt | -11.7%
O=C(NCC1CCCN(Cc2ccc3nonc3c2)C1)c1ccc(F)cc1 (stereo not given) | -11.5% | ? | -8.8% | -5.5 | 1.8%
CCCNC(=O)c1ccccc1NC(=O)CN(c1ccccc1)S(=O)(=O)N(C)C | -14.2% | -10.5% | -11.4% | 4.2 | 3.8%

5 entries out of the list, arranged by number of heavy atoms, high to low.
Letter code – A = EPAC1 antag; B = Abeta rescue; C = FUS yeast rescue; D = PLK1 PBD inh; E = EPAC1 agonist; F = IL-2 act; G = PI5P4Ka inh; H = aSyn yeast inh; I = WRN inhibitor
O=C(CCC(=O)N1CCN(c2ccc(F)cc2)CC1)N1CCN(c2ccc(F)cc2)CC1
  A = -7.6% | B = 8.7% | C = 29.6% | D = 4.8% | E = -2.4% | F = 0.0 | G = -4.6 | H = 9.6% | I = 9.5%

CCCNC(=O)c1ccccc1NC(=O)CN(c1ccccc1)S(=O)(=O)N(C)C
  A = -14.2% | B = -9.7% | C = 20.4% | D = -10.5% | E = -11.4% | F = -3.0 | G = 4.2 | H = -7.5% | I = 3.8%

NC(COCc1ccccc1)c1csc(Nc2cc(NCCCO)ncn2)n1 (stereo not given)
  A = 0.9% | B = -2.5% | C = 20.0% | D = 1.9% | E = 1.5% | F = 0.1 | G = -5.1 | H = 0.4% | I = 11.8%

O=C(NCC1CCCN(Cc2ccc3nonc3c2)C1)c1ccc(F)cc1 (stereo not given)
  A = -11.5% | B = -2.7% | C = -2.2% | D = ? | E = -8.8% | F = -1.5 | G = -5.5 | H = -2.0% | I = 1.8%

CCN(CC)CC#CC(OC)(c1ccccc1)c1ccccc1
  A = -14.7% | B = -13.8% | C = -2.9% | D = -6.6% | E = 2.2% | F = -4.9 | G = 2.7 | H = 0.3% | I = 8.9%

No enrichment for hits; any-hit rate near 4.1%.
